Diaphorase act = compounds boosting diaphorase resazurin reduction – biochemical, uHTS, resorufin fluorescence, counter-screen for diaphorase-coupled primary assays, primary screen; Diaphorase/resazurin coupled assay, 16 min; active compounds read high; 1 = vehicle wells, 0 = NADH-free wells; activation factor at 20 µM; 0.005% of 190,000 active;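 active means diaphorase activity raised at least twofold by the compound at 20 µM; inactive means activation factor below 2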
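Material: purified diaphorase enzyme from Clostridium kluyveri; Also added: 0.114 mM NADH and 0.1 mM resazurin, final amounts; Doses: single compound dose of 20 µM, 1% DMSO final; Times: 16 min enzyme reaction, ambient temperature; Detection: resorufin fluorescence, excitation 544 nm, emission 590 nm; Measure: increased resorufin signal from activators or reducing compounds.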
Diaphorase inh = diaphorase inhibitors and chemical oxidizers, primary screen, counter-screen for diaphorase-coupled primary assays, biochemical, uHTS, resorufin fluorescence. 0.69% of 190,000 active. diaphorase resazurin-to-resorufin fluorescence, NADH, 16 min; bacterial (C. kluyveri) enzyme, not human. inhibition, % at 20 µM. AID 1217, 2008;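 active means primary screen inhibition at 20 µM above a set limit, cut at about 50% in these data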;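 further: plate controls were DMSO with full reaction for no effect and wells lacking NADH for full effect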
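System: Diaphorase enzyme from Clostridium kluyveri | Amount: Enzyme working solution with 0.14 U/mL diaphorase | Benchmarks: No-NADH positive control and DMSO neutral control | Signal: Fluorescence of resorufin formed from resazurin, Ex 544/Em 590 nm | Schedule: 16-min room-temperature incubation before reading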
PMI act hi M6P = human PMI activators, high substrate, primary screen, biochemical, fluorescence intensity, near-saturating mannose 6-phosphate | Mannose-6-phosphate isomerase (Homo sapiens), P34949 | coupled PMI enzyme assay, resazurin fluorescence, 20 min; active compounds read high; 1 = untreated enzyme, 0 = substrate-free blank | activation factor at 20 µM | 0.34% of 190,000 active;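 active means activation factor of 2 or more at 20 µM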
Target sequence (P34949 whole entry, looked up): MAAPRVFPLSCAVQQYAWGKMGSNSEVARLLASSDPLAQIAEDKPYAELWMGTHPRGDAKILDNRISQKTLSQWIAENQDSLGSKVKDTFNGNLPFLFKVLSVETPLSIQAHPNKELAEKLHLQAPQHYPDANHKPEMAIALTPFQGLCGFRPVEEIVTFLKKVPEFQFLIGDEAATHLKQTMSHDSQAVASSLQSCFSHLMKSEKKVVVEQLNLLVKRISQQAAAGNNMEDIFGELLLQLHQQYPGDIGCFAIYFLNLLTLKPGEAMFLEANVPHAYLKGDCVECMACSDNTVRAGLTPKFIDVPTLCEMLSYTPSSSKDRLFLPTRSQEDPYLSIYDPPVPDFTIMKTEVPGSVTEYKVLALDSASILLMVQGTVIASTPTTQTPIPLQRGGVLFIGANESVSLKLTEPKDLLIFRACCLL
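Technique: Diaphorase-driven resazurin-to-resorufin fluorescence, excitation 544, emission 590 nm | Assay system: Human PMI in coupled enzyme assay | Times: Enzyme reaction with compound 20 min at room temperature | Medium: HEPES-buffered pH 7.4 with magnesium and detergent | Reagent: Mannose-6-phosphate 1.0 mM (near-saturating) plus 0.22 mM NADP+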
Hsp70 activator = Hsp70 transcriptional activators, primary screen, cell-based, HeLa, Hsp70 promoter luciferase, luminescence, 10 µM; HeLa Hsp70 promoter luciferase reporter; scaled: vehicle 0, proteasome-inhibitor control 100%; activation, % at 10 µM; 0.04% of 200,000 active; AID 1203, 2008;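 active means activation above the mean across all tested compounds plus 3 SD, cutoff set per campaign, cut at about 5.5% in these data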;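 further: 100% = MG132 at 30 µM as the positive control and 0% = DMSO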
G6PDH counter = L. mesenteroides G6PDH inhibitors, counter-screen for G6PDH-coupled screening assays, biochemical, Leuconostoc mesenteroides enzyme; glucose-6-phosphate dehydrogenase [Leuconostoc mesenteroides]; Purified L. mesenteroides G6PDH, diaphorase/resazurin coupled fluorescence, 45 min; inhibition, % at 5 µM; 0.12% of 200,000 active
L major viab = Leishmania major promastigote growth inhibition, primary screen. inhibition, % at 10 µM. Leishmania major promastigotes, resazurin fluorescence viability. 9% of 200,000 active;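 further: promastigotes grown with compound for 44 hours at 28 °C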
TLR4-MyD88 BLA = inhibitors of TLR4-MyD88 association in cells, primary screen, cell-based, HeLa CL3-4, BLA complementation, FRET ratio. HeLa CL3-4 TLR4/MyD88 BLA complementation. Toll-like receptor 4 (Homo sapiens) + Myeloid differentiation primary response protein …. 0.18% of 200,000 active. inhibition, % at 8.4 µM; in the data active means inhibition above about 25%;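 further: 0% = vehicle and 100% = reference inhibitor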
RAM inhibit = inhibitors of the yeast RAM network, primary screen, dse1pr::URA3 reporter, 5-FOA selection. S. cerevisiae dse1pr::URA3 reporter, 5-FOA growth OD615, 2 d; analog-sensitive cbk1-as2 kinase mutant strain. inhibition, % at 50 µM. 1.8% of 190,000 active;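 active means inhibition above a set limit, 3 SD over mean compound inhibition, cut at about 8.4% in these data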;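 further: 0% = DMSO-only wells with no growth and 100% = 10 µM 1-NA-PP1 full growth; inhibition rescues growth on 5-FOA so higher OD means more RAM inhibition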
Redox H2O2 prof = compounds producing H2O2 with reducing agent – biochemical, NIH compound library profiling, artefact control for MLSCN library redox annotation, primary screen | DTT-dependent redox cycling H2O2, phenol red/HRP absorbance; 100% = 100 µM peroxide control, 0% = buffer | AID 878, 2007 | activation, % at 10 µM | 0.03% of 200,000 active;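 active means activation of at least 50% relative to the plate's high and low controls in the primary single-dose screen; inactive means activation below 50%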;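 further: compound incubated with DTT at 0.8 mM final as the reducing agent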
PMI activator = activators of human PMI, primary screen, biochemical, fluorescence intensity, near-Km mannose 6-phosphate; 0.005% of 190,000 active; AID 1214, 2008; purified human PMI, coupled resazurin fluorescence, 20 min; active compounds read high; 1 = vehicle control, 0 substrate-free wells; Mannose-6-phosphate isomerase (Homo sapiens), P34949; activation factor at 20 µM;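 active means activation factor of 2 or more at 20 µM, relative to plate controls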
S1P3 antag = S1P3 receptor antagonists, primary screen, cell-based | inhibition, % at 4.98 µM | AID 485, 2006 | CHO S1P3 NFAT-BLA reporter, FRET fluorescence, antagonist mode | Sphingosine 1-phosphate receptor 3 (Homo sapiens), Q99500 | 0.27% of 170,000 active;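 active means inhibition above the plate cutoff, the mean inhibition of test wells on that plate plus 3 SD, cut at about 28% in these data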;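 further: cells challenged with S1P at its EC80 of 0.8 µM; blue over green emission ratio from cleaved BLA substrate after 4 h stimulation; 0% = S1P-stimulated wells and 100% = unstimulated DMSO-only wells; some compounds past the cut are filed as inactive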
Target sequence (Q99500 whole entry, looked up): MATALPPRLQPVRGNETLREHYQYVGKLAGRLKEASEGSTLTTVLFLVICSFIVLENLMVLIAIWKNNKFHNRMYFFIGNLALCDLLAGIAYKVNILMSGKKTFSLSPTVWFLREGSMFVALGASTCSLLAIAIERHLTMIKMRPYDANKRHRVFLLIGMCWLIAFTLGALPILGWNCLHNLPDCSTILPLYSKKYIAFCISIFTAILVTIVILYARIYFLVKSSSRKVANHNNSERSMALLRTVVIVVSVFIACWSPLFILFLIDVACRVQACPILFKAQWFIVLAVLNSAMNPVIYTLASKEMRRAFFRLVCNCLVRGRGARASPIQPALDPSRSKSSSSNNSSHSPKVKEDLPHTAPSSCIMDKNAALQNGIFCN
* = called active by the depositor; . = not tested or not shown. Unless noted, no stated cut-off is given here; in the data, active means inhibition above about 50%; inactive means the rest.

| SMILES | Diaphorase act | Diaphorase inh | PMI act hi M6P | Hsp70 activator | G6PDH counter | L major viab | TLR4-MyD88 BLA | RAM inhibit | Redox H2O2 prof | PMI activator | S1P3 antag |
| --- | --- | --- | --- | --- | --- | --- | --- | --- | --- | --- | --- |
| COc1ccc(Br)cc1CN(C)CC(=O)Nc1c(Cl)cccc1Cl | 1 | 5 | 0.9 | -0.5 | 3 | 6 | 13 | 1.9 | 0.5 | 0.9 | 0 |
| CC1(C)C=C(c2ccc(O)cc2)CC(C)(C)N1 | 1.1 | -8 | 1.1 | -0.3 | 7 | 12 | -5 | 1.2 | -0.1 | 1.1 | 16 |
| CS(=O)(=O)c1nsc2nc(=O)c(/C=C3\C=Nc4ccccc43)c(N)n12 | 0.8 | 15 | 1.2 | -0.1 | 6 | -1 | -3 | 9.9* | 0.1 | 1.2 | -12 |
| CC(C)Cn1cc(Cl)c(=O)n(CC(C)C)c1=O | 0.9 | 11 | 1 | 0.1 | 18 | -8 | -23 | 1.0 | 0.4 | 1 | 0 |
| S=C(NCCCN1CCOCC1)Nc1ccc(Nc2ccccc2)cc1 | 0.8 | 18 | 0.9 | 0.0 | 0 | 2 | 3 | 2.4 | 0.7 | 0.9 | -13 |
| Cn1c(Cn2nnc(-c3ccccc3)n2)nnc1SCc1ccccc1Cl | 1 | -1 | 1.1 | 0.0 | 4 | 7 | 8 | 1.1 | 0.0 | 1 | . |
| Cn1c(SCc2ccc3c(c2)OCO3)nnc1-c1ccccc1 | 0.9 | 5 | 1 | 0.1 | -16 | -2 | -1 | -0.5 | 3.0 | 1 | -7 |
| Cc1ccc(C)n1-c1ccc(N(C)C)cc1 | 0.6 | 35 | 0.3 | -0.2 | 0 | 9 | -15 | 1.3 | -1.1 | 0.7 | -3 |
| CCCCCCn1c(O)c(/C=C2\C=NN=C2c2ccccc2)sc1=S | 0.9 | 14 | 0.9 | -0.4 | 1 | -4 | 0 | 4.7 | 0.8 | 0.8 | -1 |
| O=C(CC1C(=O)NCCN1CC1CCCCC1)NCc1ccc(F)cc1F (stereo unspecified) | 0.9 | 14 | 0.8 | -0.1 | 17 | -4 | 1 | 1.9 | -0.7 | 0.9 | 11 |
| O=C(O)c1cccc(C(=O)c2cccc(C(=O)O)c2)c1 | 0.9 | 8 | 1 | 0.0 | 8 | 15 | -4 | 3.0 | -0.4 | 1.1 | 4 |
| COc1ccc(N(CC(=O)N/N=C/c2cc3ccc(OC)cc3nc2Cl)S(=O)(=O)c2ccccc2)cc1 | 1 | -3 | 0.9 | -0.4 | -6 | 1 | -6 | 6.8 | -0.2 | 0.8 | 1 |
| CCC(C(=O)N1CCN(c2ccccc2OC)CC1)c1ccccc1 (stereo unspecified) | 1.1 | -9 | 1.1 | -0.2 | 2 | -5 | 5 | 3.0 | -0.1 | 1 | -15 |
| Cc1ccc(CCNC(=O)C2CCCN(S(=O)(=O)c3cnc[nH]3)C2)cc1 (stereo unspecified) | 1 | 3 | 0.9 | 0.0 | -7 | -1 | -3 | -0.3 | 0.0 | 0.9 | 8 |
| Cc1cccc2c1CC(C)(C)N=C2C1=C(O)CC(C)(C)CC1=O | 0.9 | 8 | 1 | 0.1 | 4 | -1 | -6 | 0.1 | 1.8 | 0.9 | . |
| O=C1c2ccccc2C(=O)N1c1n[nH]c(CCc2ccccc2)n1 | 1 | 2 | 1 | -0.2 | 1 | -4 | 3 | 1.9 | 1.4 | 0.9 | -4 |
| CCc1ccccc1NC(=S)N1CCC(NC(=O)c2ccc(OC)cc2)CC1 | 0.8 | 22 | 1 | -0.1 | 10 | -2 | -3 | 0.7 | 0.4 | 1 | -6 |
| Cc1nc2sc3c(c2c(=N)n1N)CCCC3 | 1 | -5 | 1 | -0.5 | 3 | 4 | 12 | -0.9 | 0.2 | 1 | -16 |
| Cc1nccn1CCC(=O)Nc1ccc(Cl)cc1 | 0.9 | 11 | 0.9 | -0.2 | 10 | -10 | -3 | 1.5 | -0.9 | 0.9 | -6 |
| CCCc1[nH]c(=O)c(C#N)c2c1CCCC2 | 0.9 | 7 | 0.9 | -0.3 | 11 | -6 | 10 | 0.5 | 2.7 | 0.9 | . |
| CN1CCN(C(=O)C2CCN(S(=O)(=O)c3cnc[nH]3)CC2)CC1 | 0.9 | 6 | 1 | -0.3 | 13 | -8 | 9 | -0.2 | -2.8 | 1 | -27 |
| Cn1c(SCc2ccccc2Cl)nc(C(F)(F)F)cc1=O | 1 | 4 | 1 | -0.6 | 14 | 1 | 1 | 6.0 | 1.0 | 1.1 | . |
| COc1ccc2c3c(c(=O)oc2c1OCC(=O)C(C)(C)C)CCCC3 | 1 | -4 | 1 | -0.2 | 11 | -3 | 12 | 3.1 | 1.1 | 1 | -25 |
| Cc1ccc(-c2cc(C(=O)Nc3ccc(S(=O)(=O)Nc4onc(C)c4C)cc3)c3ccccc3n2)cc1 | 0.9 | 14 | 1.1 | -0.5 | 0 | -15 | -3 | 1.4 | -3.3 | 1.1 | -5 |
| CN(Cc1nc2ccccc2c(=O)[nH]1)c1ccccc1 | 0.8 | 19 | 0.9 | 1.8 | -7 | 41 | 2 | 1.4 | 0.3 | 0.9 | -4 |
| O=C(NCCCO)c1ccc2[nH]c3c(c2c1)CCCC3 | 0.9 | 12 | 1.1 | 0.0 | -2 | 14 | 0 | 0.9 | 2.8 | 1.1 | . |
| C[C@H](NS(=O)(=O)c1ccc(Cl)c(Cl)c1)C(=O)OCc1cc(=O)n2cc(Br)ccc2n1 | 0.7 | 28 | 0.9 | 0.2 | -4 | -8 | 3 | 1.8 | -0.2 | 0.9 | 0 |
| Cc1ccc(/C=C2/SC(=S)N(CCC(=O)N3CCN(c4ccccc4)CC3)C2=O)cc1 | 1 | 5 | 0.9 | 0.1 | -12 | 7 | 0 | 0.3 | -0.9 | 0.9 | . |
| CC(Sc1ccsc1[N+](=O)[O-])C(=O)NCc1ccccc1 (stereo unspecified) | 0.8 | 18 | 0.9 | 0.1 | 2 | 3 | -9 | 2.9 | 0.2 | 1 | 9 |
| COCCNC(=S)N(CCc1c(C)[nH]c2ccc(C)cc12)Cc1cc(OC)c(OC)c(OC)c1 | 0.9 | 6 | 1 | 0.0 | 5 | 53* | 5 | 5.9 | 1.3 | 1 | 1 |
| CC(C)c1cc(NC(=O)CSc2nnc(-c3ccccc3F)n2C)on1 | 0.9 | 10 | 1 | -0.1 | -4 | 2 | -6 | -0.7 | 0.6 | 1.1 | . |
| Cc1nc2ccc(S(=O)(=O)NC(C(=O)NC3CCCC3)C(C)C)cc2s1 (stereo unspecified) | 0.9 | 7 | 0.9 | -0.3 | 8 | -4 | 3 | 2.3 | -1.1 | 1.1 | -15 |
| Cc1ccccc1P(=O)(CO)c1ccccc1C | 0.8 | 21 | 0.8 | -0.4 | -2 | 5 | -2 | 1.0 | 2.0 | 0.9 | 0 |
| CC(C)Oc1ccc(C(=O)CCN2CCCCC2)cc1 | 0.9 | 15 | 0.9 | -0.4 | 3 | 90* | -2 | -0.6 | -0.2 | 0.8 | . |
| Cc1ccc(-c2nn(C)c(=O)c3ccccc23)cc1CNS(C)(=O)=O | 1.1 | -6 | 1.1 | -0.3 | 10 | 8 | -8 | 3.0 | 2.5 | 1 | 0 |
| CCOC(=O)N1CCC(NC(=O)C(NS(=O)(=O)c2cccc3nsnc23)c2ccccc2)CC1 (stereo unspecified) | 0.9 | 5 | 1 | 0.0 | 3 | -8 | -5 | 0.9 | 8.0 | 1 | -8 |
| CCN(CC)S(=O)(=O)c1cccc(-c2nnc(SCC(=O)c3cc(C)n(C4CC4)c3C)o2)c1 | 0.9 | 10 | 1.1 | . | 1 | . | . | . | . | 1 | 18 |
| CC(=O)Nc1c([N+](=O)[O-])cc2[nH]c(=O)[nH]c2c1[N+](=O)[O-] | 0.7 | 30 | 0.4 | 0.2 | 17 | 3 | -5 | -1.1 | -0.5 | 0.8 | 2 |
| Cc1ccc(N2CC(C(=O)Nc3ccncc3)CC2=O)cc1 (stereo unspecified) | 0.9 | 12 | 0.9 | -0.3 | 8 | 1 | 10 | 0.0 | 2.5 | 0.9 | -27 |
| Cc1cc(=O)oc2c1c(C)nn2-c1cccc(Cl)c1 | 1 | -1 | 1 | 0.0 | -8 | -10 | 17 | 3.4 | -0.2 | 1 | 14 |
| O=S(=O)(c1ccc(F)cc1)N1CCC2(CC1)OCCO2 | 1.1 | -13 | 1 | 0.0 | 2 | -3 | -5 | 0.9 | 0.2 | 1 | -2 |
| C/C(=N\NC(=O)c1cccc(C)c1)c1ccc(N2CCOCC2)cc1 | 1 | 4 | 1.1 | 0.0 | 2 | -1 | 5 | 2.1 | -0.1 | 1 | . |
| COc1ccc(C(=O)N2CCCC(c3nc(-c4cccs4)no3)C2)cc1 (stereo unspecified) | 0.8 | 15 | 0.9 | 0.1 | 7 | 9 | 7 | 0.4 | 1.6 | 1 | -8 |
| COc1ccccc1NC=C1C(=O)OC(C)(C)OC1=O | 1 | -2 | 1 | 0.0 | 5 | -5 | -9 | 1.1 | -0.2 | 1 | -14 |

Source: PubChem BioAssay
